Source: PubChem BioAssay
NCOA3 inh = inhibits human SRC3 coactivator; Q9Y6Q9; HEK293 GAL4-SRC3 luciferase reporter, luminescence; inhibition, % at 3.6 µM; 360,000 tested, 0.17% active; AID 588352;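 active = inhibition above a per-campaign cutoff, the mean of all compounds plus 3 SD, cut at about 60% in these data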;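 note: 0% = DMSO-treated cells and 100% = gossypol-treated cells at 36 µM; higher means less SRC3-driven luciferase light from the GAL4 reporter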
TLR9-MyD88 block = inhibitors of human TLR9-MyD88 binding. CHO BLA complementation TLR9-MyD88, CCF4 FRET ratio. 340,000 tested, 0.21% active. Q9NR96+Q99836. AID 504734. inhibition, % at 4.98 µM;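 active = inhibition above the mean over all tested compounds plus 3 SD, cut at about 21% in these data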;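 note: 0% = DMSO only wells and 100% = clavulanate BLA inhibitor control wells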
NR2F2 inh = NR2F2 (human) inhibition, primary screen. inhibition, % at 8.6 µM. HEK293T NGFI-A luciferase reporter, luminescence. AID 686940. 370,000 tested, 0.7% active;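 active = inhibition above a per-plate cutoff, mean inhibition of test wells between control levels plus 3 SD, cut at about 38% in these data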;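 note: cells cotransfected with COUP-TFII expression vector driving the NGFI-A reporter; 0% = median of COUP-TF2 test wells and 100% = reporter-only cells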
EBV LMP1 NFkB = reduces LMP1-driven NF-kappaB luciferase signal; LMP1-induced NF-kappaB luciferase reporter cells, luminescence; inhibition, % at 12.5 µM; 350,000 tested, 0.69% active; in the data active = inhibition above about 41%;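 note: 0% = neutral control wells and 100% = reference inhibitor control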
NR5A2 inv ag = suppresses constitutive activity of human LRH-1; O00482; HEK293T StAR-luciferase reporter, LRH-1 transfected, 24 h; inhibition, % at 3.6 µM; 360,000 tested, 0.13% active; AID 602396;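 active = inhibition above the mean inhibition of all tested compounds plus 3 SD, cut at about 73% in these data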;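 note: 0% = DMSO wells and 100% = reporter-only cells lacking LRH-1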
TROY NFkB inh = TROY signaling inhibition | Q293 LMP1-TROYcd NF-kB luciferase reporter, 4 h | inhibition, % at 10 µM | 360,000 tested, 0.98% active | AID 1347056;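 active = compounds whose plate-normalised and pattern-corrected inhibition of the luciferase reporter signal at the single screening dose is 50% or more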
SRC2 inh = human SRC2 (NCOA2) inhibition; 370,000 tested, 0.17% active; Q15596; HEK293 GAL4-SRC2 luciferase reporter, luminescence; inhibition, % at 9 µM;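 active = inhibition above the mean inhibition of all tested compounds plus 3 SD, set per campaign, cut at about 52% in these data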;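 note: 0% = DMSO treated cells and 100% = cells given Gossypol at 36 µM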
C8 TRAIL sens = sensitizes caspase-8 expressing cells to TRAIL; NB7+C8 cells + TRAIL, ATPlite viability luminescence; inhibition (viability loss, TRAIL sensitization), % at 10 µM; 360,000 tested, 1% active;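 active = compounds causing at least 50% loss of cell viability in the single-dose screen, relative to plate controls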
NCOA1 inh = human NCOA1 inhibition; HEK293 GAL4-SRC1 luciferase reporter, luminescence; inhibition, % at 3.6 µM; 360,000 tested, 0.12% active; AID 588354;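 active = inhibition above the campaign mean plus 3 SD, with each screening campaign given its own cutoff, cut at about 60% in these data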;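 note: 0% = DMSO treated cells and 100% = gossypol at 36 µM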
Target sequence (Q15788 whole entry, looked up, the tested form may be a part): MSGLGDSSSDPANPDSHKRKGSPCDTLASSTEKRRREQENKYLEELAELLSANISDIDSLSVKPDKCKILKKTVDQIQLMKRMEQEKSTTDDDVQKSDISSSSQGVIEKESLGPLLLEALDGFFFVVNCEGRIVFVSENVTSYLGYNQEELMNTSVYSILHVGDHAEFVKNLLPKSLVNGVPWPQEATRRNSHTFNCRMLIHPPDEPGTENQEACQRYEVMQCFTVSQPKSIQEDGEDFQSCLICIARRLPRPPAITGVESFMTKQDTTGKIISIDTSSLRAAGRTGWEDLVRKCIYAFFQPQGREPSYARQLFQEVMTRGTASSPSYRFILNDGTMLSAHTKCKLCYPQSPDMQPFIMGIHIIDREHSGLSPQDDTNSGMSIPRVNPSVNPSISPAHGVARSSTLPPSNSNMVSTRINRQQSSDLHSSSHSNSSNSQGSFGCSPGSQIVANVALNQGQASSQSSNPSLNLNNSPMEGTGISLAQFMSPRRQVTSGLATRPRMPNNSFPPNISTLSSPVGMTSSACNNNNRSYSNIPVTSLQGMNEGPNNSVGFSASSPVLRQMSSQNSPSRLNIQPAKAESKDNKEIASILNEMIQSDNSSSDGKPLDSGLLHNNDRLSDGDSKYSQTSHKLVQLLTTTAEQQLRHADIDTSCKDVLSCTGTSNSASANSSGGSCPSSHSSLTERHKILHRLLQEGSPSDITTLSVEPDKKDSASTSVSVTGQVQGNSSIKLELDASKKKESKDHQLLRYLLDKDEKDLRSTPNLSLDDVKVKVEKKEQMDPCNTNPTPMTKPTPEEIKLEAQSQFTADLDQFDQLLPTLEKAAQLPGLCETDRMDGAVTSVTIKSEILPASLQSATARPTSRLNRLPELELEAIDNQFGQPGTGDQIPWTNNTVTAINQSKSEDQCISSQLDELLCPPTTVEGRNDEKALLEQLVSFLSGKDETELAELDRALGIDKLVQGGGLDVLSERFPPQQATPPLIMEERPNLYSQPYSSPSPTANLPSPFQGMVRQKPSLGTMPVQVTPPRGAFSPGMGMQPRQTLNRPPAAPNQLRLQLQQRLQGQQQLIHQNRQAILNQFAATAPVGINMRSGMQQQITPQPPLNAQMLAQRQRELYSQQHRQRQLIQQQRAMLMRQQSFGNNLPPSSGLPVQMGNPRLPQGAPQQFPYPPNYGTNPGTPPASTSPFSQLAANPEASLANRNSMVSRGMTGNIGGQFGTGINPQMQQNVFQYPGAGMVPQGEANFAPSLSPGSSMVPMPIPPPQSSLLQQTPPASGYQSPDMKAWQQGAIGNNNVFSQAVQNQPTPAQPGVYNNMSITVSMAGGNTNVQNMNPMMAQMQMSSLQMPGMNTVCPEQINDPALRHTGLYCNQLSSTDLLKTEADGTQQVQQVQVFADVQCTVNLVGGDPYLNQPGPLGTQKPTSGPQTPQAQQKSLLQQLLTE
Vif inh = inhibitors of HIV Vif | AID 602346 | 340,000 tested, 0.35% active | HEK293T cells, Vif self-association by quenched fluorescence, imaging, 24 h | inhibition, % at 7.49 µM; in the data active = inhibition above about 50%, passing the limit was not always enough; note: some results filed as inactive read as strong as hits
NOD2-RIPK2 inh = NOD2-RIPK2 protein interaction inhibition | 360,000 tested, 0.38% active | CHO BLA complementation NOD2-RIPK2, CCF4 ratio | inhibition, % at 4.98 µM | O43353; in the data active = inhibition above about 21%;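 note: 0% = vehicle only and 100% = reference blocker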
Starred values were filed as active, the others as inactive; / = no result given. Some of the compounds tested (hit frequency here may not be typical).

Structure	EBV LMP1 NFkB	NOD2-RIPK2 inh	NR5A2 inv ag	NCOA3 inh	TLR9-MyD88 block	SRC2 inh	NR2F2 inh	C8 TRAIL sens	TROY NFkB inh	NCOA1 inh	Vif inh
COc1ccc(NC(=O)c2cccc(N3C(=O)C4C5C=CC(C6CC56)C4C3=O)c2)c(OC)c1 (stereo unspecified)	-9.6	-0.8	2.4	-11.1	1.1	-16.2	8.7	8.4	20.4	-1.1	-13.8
Cc1ccc(-n2nc3c(c2NC(=O)c2c(-c4ccccc4Cl)noc2C)CS(=O)(=O)C3)c(C)c1	2.2	6.8	6.4	19.2	11.1	17.3	2.4	6.9	1.8	-4.0	-0.7
COc1ccc(S(=O)(=O)CCC(=O)Nc2c(C)n(C)n(-c3ccccc3)c2=O)cc1	2.3	3.2	1.6	19.6	-7.7	19.9	-1.9	2.3	-15.4	18.8	0.7
O=C(NCc1ccc(F)cc1)c1ccc(S(=O)(=O)N2CCCC2)cc1	-6.3	-3.6	-8.0	2.2	-2.8	-2.0	2.1	4.4	-20.9	-4.7	18.1
O=C(CN1C(=O)c2ccccc2S1(=O)=O)c1ccc2c(c1)OCCO2	81.4*	-18.8	62.4	85.4*	-0.1	88.8*	88.9*	84.5*	82.8*	81.9*	1.7
COC(=O)CCc1c(COC(C)=O)[nH]c(C(=O)OCc2ccccc2)c1C	1.8	-2.2	-5.9	6.8	4.0	-10.8	18.6	-2.8	6.8	13.3	-16.6
O=C(NC1CC2CCC1C2)C1COc2ccccc2O1 (stereo unspecified)	-13.4	3.0	-9.2	-11.4	3.4	-9.2	11.8	10.4	-29.5	-9.3	8.9
O=C(/C=C/c1ccco1)NCC(=O)N/N=C/c1ccc([N+](=O)[O-])cc1	7.8	-5.8	7.9	18.2	-1.9	6.3	-2.5	-9.3	15.3	5.5	0.1
COc1ccc([C@H]2C[C@@H](O)[C@H](n3cc(COC(=O)c4ccccc4)nn3)CN2C(=O)C2CCCCC2)cc1	7.5	-10.7	0.3	-2.5	-1.6	-4.4	3.1	1.4	4.5	1.9	0.4
COc1ccc(-c2c(-c3cc(OC)cc(OC)c3)n(C)c3ccc(-c4cnc(OC)nc4)cc23)cc1	-8.9	-6.8	-6.8	-19.6	4.9	0.5	-8.9	11.8	-6.9	-0.7	-2.2
Cc1cccc(N(CC(=O)NCc2ccc(F)cc2)C(=O)c2csnn2)c1C	-9.8	-3.4	-4.7	10.9	-9.2	11.2	-13.9	-2.9	4.7	1.1	-7.2
CCOC(=O)Cn1cnc2c(nnn2-c2cccc(OC)c2)c1=O	8.4	1.2	-4.6	12.1	-1.1	-29.1	4.6	-12.0	-7.3	5.3	1.6
Cc1nc2ccc(N3C(=O)CCC3=O)cc2[nH]1	-2.2	-6.8	2.7	-3.3	1.6	4.2	-0.1	-5.3	8.8	-22.9	3.4
CCOC(=O)C1(Cc2ccccc2C)CCCN(C(=O)CCC(=O)OC)C1 (stereo unspecified)	-5.7	-2.6	7.8	-12.2	-12.8	-8.8	8.1	-2.1	13.2	-15.5	-4.7
O=[N+]([O-])c1cc(Cl)cc(/C=N/n2cnnc2)c1O	0.6	-19.8	-2.0	21.3	2.8	-27.7	3.2	0.9	-6.2	-18.1	-7.7
CCN1CCN(C(=O)c2cc3c(=O)n4ccccc4nc3s2)CC1	-1.3	1.6	8.9	-14.9	-1.2	-28.5	-3.0	-0.4	-18.8	-2.0	10.9
O=C(CN1C(=O)/C(=C\c2ccc(C(F)(F)F)cc2)Sc2ccccc21)NCc1ccco1	5.9	2.9	-3.1	12.4	11.8	11.6	-0.5	20.6	18.9	-5.4	-8.6
O=C(CN1CCN(C(=O)c2ccco2)CC1)Nc1ccccc1-c1ccccc1	8.1	0.8	-25.2	13.7	-2.1	-6.6	3.8	11.3	15.6	1.3	-8.7
O=C(c1ccco1)c1coc2c1cc(O)c1ccccc12	3.3	-5.3	-16.0	-24.3	4.1	-40.9	-22.4	0.2	48.2	-26.5	-3.3
COc1ccc(N2CCC(CNC(=O)Nc3ccc(C)c(C)c3)C2)cc1 (stereo unspecified)	-8.6	-6.6	2.2	-25.6	2.7	-7.0	-15.0	-16.6	-8.5	-22.2	2.0
CCOC(=O)N1CCN(C(=O)c2[nH]c(C(F)(F)F)nc2-c2ccccc2)CC1	/	-4.8	31.9	18.1	/	5.1	2.7	13.8	-1.6	4.3	0.5
O=C(OCc1nnc(-c2ccccc2)o1)C1CCN(C(=O)c2ccc(Cl)cc2)CC1	-10.0	-0.4	8.3	-1.6	-5.5	-4.4	8.5	-2.9	-3.7	-4.4	-7.2
C=CCNc1sc(C(=O)c2cccs2)c(N)c1C#N	2.3	-5.9	5.1	8.0	4.0	2.5	-10.7	-1.1	5.2	6.8	-2.5
CN(CC(=O)Nc1cccc(F)c1)C(=O)CCCn1c(=O)oc2ccccc21	-1.4	-0.6	25.2	2.0	-5.4	-0.1	14.8	1.9	-4.5	-6.8	-2.5
Cc1cc(C(=O)OCC(=O)N2c3ccccc3NC(=O)C2(C)C)c(C)n1-c1ccccc1	-2.2	-6.4	7.9	9.8	0.6	0.3	-18.6	2.1	15.0	1.1	-0.5
COCc1c(C(=O)OCC(=O)N2c3ccccc3CC2C)oc2ccccc12 (stereo unspecified)	-28.9	-6.3	21.2	10.5	7.2	1.6	4.7	-5.4	-6.8	1.7	-11.2
O=C(Cn1nnc(-c2cccs2)n1)N1CCOCC1	-20.6	-9.1	-4.9	20.1	0.9	-3.6	-1.8	-23.4	-13.0	-10.3	4.8
CC(=O)Nc1c(C)nn(-c2ccc(C)c(C)c2)c1C	4.8	2.7	-12.0	-2.0	7.2	-18.7	-6.2	4.2	-2.9	-20.1	-1.2
Nc1nonc1-n1nnc(C(=O)N/N=C/c2cccc(Cl)c2)c1CN1CCCCCC1	-7.3	-4.1	-22.0	16.6	-7.8	0.7	4.9	-0.3	0.2	-11.9	27.6
CCOc1ccc(N2C(=O)/C(=C/c3ccccc3)N=C2SC)cc1	-28.4	0.4	-15.2	-13.0	4.7	-6.8	3.1	1.5	-49.5	-0.4	1.2
CCC(C)[C@H](NC(=O)[C@@H]1CSC2c3ccccc3C(=O)N21)C(=O)NCc1ccncc1 (stereo partly specified)	0.2	-12.7	-18.8	5.1	5.4	24.3	-1.1	-4.1	-6.2	17.5	4.3
COc1ccc(C(=O)NC2CC2)cc1OC1CCN(Cc2ccc(Cl)cc2)CC1	7.9	-0.9	-2.6	17.2	5.2	/	/	-4.0	14.7	-0.7	-1.3
COc1ccc([C@H]2N[C@]3(CCCN(Cc4ccc(C(F)(F)F)cc4)C3=O)[C@H]3C(=O)N(C)C(=O)[C@@H]23)cc1	2.4	-1.0	20.7	13.3	4.0	-18.1	-20.3	-2.2	-5.0	8.4	-1.1
NS(=O)(=O)c1ccc(CNC(=O)c2cc(=O)c3ccccc3o2)cc1	1.4	-0.9	-0.9	3.9	-4.4	2.7	-10.3	-20.2	16.0	-73.1	0.2
Cc1ccc(CSCC(=O)N2CCOCC2)cc1	-7.2	3.2	-19.5	-22.2	7.0	-46.9	-0.6	-1.3	10.2	-18.8	-12.0
COc1cc(NC(=O)COC(=O)c2ccc(C)c(S(=O)(=O)N3CCCCC3)c2)c(C)cc1[N+](=O)[O-]	4.3	1.5	9.9	-3.8	-6.8	-11.1	-13.5	-4.5	4.6	-1.3	-8.0
CCCc1nc2ccc(NC(C)=O)cc2c(=O)n1Cc1cccc(Cl)c1	-2.2	-9.4	10.1	-2.1	3.6	-29.4	24.7	2.9	-7.9	-22.0	-1.3
O=C(CN1C(=O)C2C3C=CC(C3)C2C1=O)NCc1ccco1 (stereo unspecified)	4.5	0.4	6.4	-2.8	0.7	-11.9	1.4	7.6	/	-3.5	-11.8
CC(=O)CCC(=O)N1CCCC(N2CCN(c3cccc(Cl)c3)CC2)C1 (stereo unspecified)	-3.6	4.2	7.0	1.9	-4.4	14.2	-5.0	-4.1	1.8	-6.8	-6.4
CCOC(=O)c1ccc(NC(=O)c2ccccc2[N+](=O)[O-])cc1	-8.5	-2.2	-25.3	-11.3	6.8	-13.8	-34.2	25.2	-25.0	-33.2	-5.0
O=C(CN(Cc1ccccc1)C(=O)CNS(=O)(=O)c1ccc(F)cc1)NCC1CCCO1 (stereo unspecified)	-10.1	6.8	-15.2	-1.5	-4.2	20.1	-5.2	-9.9	-5.0	-11.1	10.1
O=C(NC12CC3CC(CC(C3)C1)C2)c1cncc(O)c1	-3.3	-7.7	3.6	3.3	3.1	-16.4	0.9	-6.5	4.0	12.8	-1.0
O=C(COC(=O)/C=C/c1cccc(F)c1)NC(=O)NC1CCCC1	3.5	-1.5	-20.6	5.1	6.8	4.7	2.7	-2.9	-6.9	-2.0	0.0
N/C(=N\OC(=O)c1ccccc1)c1ccn[nH]1	-7.6	-3.5	-130.3	-74.1	-0.3	-39.3	-22.6	56.2*	6.2	-111.4	-1.7
O=S(=O)(c1ccc(F)cc1)N1CCN(c2ccc(-c3ccccc3)nn2)CC1	-3.6	0.0	-4.3	8.2	1.6	4.1	-13.7	-8.1	8.2	-20.7	15.4
Cc1[nH]c(=O)c(C#N)cc1-c1ccncc1	9.8	-14.1	-8.3	-3.0	10.5	-8.4	-8.5	7.4	5.6	-12.3	0.4
O=c1cc(CO)oc(C(Nc2ccccn2)c2ccccc2Cl)c1O (stereo unspecified)	-0.1	-0.8	8.1	-31.7	5.1	-44.2	2.3	4.1	-12.9	0.4	1.5
